FAS-TE inh – FAS thioesterase domain inhibitors, primary screen, biochemical, fluorescence intensity, uHTS; Fatty acid synthase (Homo sapiens), P49327; recombinant FAS-TE, OMFH fluorogenic substrate, fluorescence endpoint; inhibition, % at 15 µM; actives 0.67% (n = 360,000);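 active = compounds whose normalised, plate-corrected inhibition of enzyme fluorescence in the single-dose primary screen is 50% or more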;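 note: 0% = DMSO with enzyme and 100% = substrate without enzyme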
Neddylation inh – inhibitors of cullin neddylation, primary screen, biochemical, TR-FRET, uHTS, NAE and Ubc12; calls only at 25 µM; actives 0.58% (n = 360,000); in the data active = inhibition above about 36%
Rin1 Abl inh – inhibitors of Rin1-Abl protein binding, primary screen, biochemical, TR-FRET. Tyrosine-protein kinase ABL1 (Homo sapiens) + Ras and Rab interactor 1 (Homo sapiens), …. inhibition, % at 7.35 µM. actives 0.4% (n = 360,000). AID 588664, 2011; in the data active = inhibition above about 5%, passing the limit was not always enough
TbMetRS inhib – T. brucei MetRS inhibitors, primary screen, biochemical, luminescence | methionyl-tRNA synthetase (Trypanosoma brucei brucei) | purified T. brucei MetRS, ATP depletion, Kinase-Glo luminescence | actives 0.4% (n = 360,000) | AID 624268, 2012 | inhibition, % at 11.9 µM;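 active = inhibition above a per-plate cutoff of the control wells' mean inhibition plus 3 SD, cut at about 5.5% in these data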;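 note: 0% = DMSO wells median and 100% = median of wells with control inhibitor compound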
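Material – parasite MetRS enzyme · Medium – HEPES-MgCl2-KCl buffer plus DTT, spermine, BSA, pyrophosphatase · Reagent – ATP, methionine and E. coli bulk tRNA substrates · Times – 15 min enzyme-compound preincubation, 2 h reaction, 10 min detection, 25 °C · Measured by – luminescence of leftover ATP · Evaluation – percent inhibition relative to median high and low control wells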
MsrA act – bovine MsrA enzyme activators, primary screen, biochemical, absorbance, HTS. Methionine sulfoxide reductase A (Bos taurus). purified bovine MsrA, absorbance read-out. activation, % at 10.6 µM. actives 0.3% (n = 360,000); in the data active = activation above about 7.5%;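 note: 0% = vehicle and 100% = reference activator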
MLLE-PAM2 inh – inhibitors of PABP1 MLLE–PAM2 peptide binding, primary screen, biochemical, fluorescence polarization, FITC-PAM2, GST-MLLE | Polyadenylate-binding protein 1 (Homo sapiens), P11940 | inhibition, % at 20 µM | actives 0.36% (n = 360,000) | AID 588489, 2011; in the data active = inhibition above about 35%, passing the limit was not always enough;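 note: plate controls were DMSO wells with GST-MLLE for no effect and wells lacking GST-MLLE protein for full effect; some results filed as inactive read as strong as hits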
Target sequence (P11940 whole entry, looked up): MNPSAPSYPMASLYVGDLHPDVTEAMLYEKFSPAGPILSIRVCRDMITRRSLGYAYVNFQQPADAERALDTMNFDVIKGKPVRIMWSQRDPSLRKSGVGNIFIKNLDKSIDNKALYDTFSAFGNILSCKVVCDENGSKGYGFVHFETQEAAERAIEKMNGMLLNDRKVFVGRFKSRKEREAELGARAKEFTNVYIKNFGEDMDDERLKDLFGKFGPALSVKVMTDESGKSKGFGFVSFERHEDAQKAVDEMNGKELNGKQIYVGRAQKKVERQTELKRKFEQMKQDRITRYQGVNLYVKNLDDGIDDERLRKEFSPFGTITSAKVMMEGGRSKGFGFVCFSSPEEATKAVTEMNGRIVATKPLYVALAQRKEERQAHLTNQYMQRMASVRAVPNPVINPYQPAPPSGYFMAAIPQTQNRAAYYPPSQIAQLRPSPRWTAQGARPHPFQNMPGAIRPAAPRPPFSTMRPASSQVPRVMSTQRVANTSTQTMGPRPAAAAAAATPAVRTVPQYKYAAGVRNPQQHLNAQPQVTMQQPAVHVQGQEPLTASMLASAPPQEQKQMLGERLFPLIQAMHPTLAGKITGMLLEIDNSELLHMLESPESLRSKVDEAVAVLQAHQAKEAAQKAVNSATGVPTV
eLon inh – inhibitors of E. coli Lon protease, primary screen, biochemical, fluorescence polarization | P0A9M0 | purified E. coli Lon protease | inhibition, % at 7.94 µM | actives 0.42% (n = 360,000) | AID 602123, 2011; in the data active = inhibition above about 13%, passing the limit was not always enough;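 note: 0% = enzyme with probe and DMSO and 100% = no enzyme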
CSN deneddyl inh – inhibitors of CSN-mediated cullin deneddylation, primary screen, biochemical, fluorescence polarization, uHTS; COP9 signalosome complex subunit 5 (Homo sapiens), Q92905; Purified CSN, SCF-Nedd8-OG deneddylation; inhibition, % at 12.5 µM; actives 0.38% (n = 360,000); AID 651999, 2013;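 active = pattern-corrected inhibition above about 35%, with an unprinted fluorescence ratio check between 0.5 and 1.5, limit read from the data, passing the limit was not always enough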;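 note: 0% = enzyme with substrate and 100% = substrate without enzyme; some results filed as inactive read as strong as hits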
Target sequence (Q92905 whole entry, looked up, one chain of several): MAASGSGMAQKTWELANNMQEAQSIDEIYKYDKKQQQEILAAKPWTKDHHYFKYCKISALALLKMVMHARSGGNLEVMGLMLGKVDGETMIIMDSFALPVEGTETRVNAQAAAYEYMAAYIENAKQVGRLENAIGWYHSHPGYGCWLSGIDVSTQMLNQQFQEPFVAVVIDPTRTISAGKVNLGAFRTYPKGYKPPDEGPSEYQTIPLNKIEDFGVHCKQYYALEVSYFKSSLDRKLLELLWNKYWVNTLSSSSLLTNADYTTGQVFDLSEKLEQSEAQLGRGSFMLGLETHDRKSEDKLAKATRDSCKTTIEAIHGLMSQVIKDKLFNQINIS
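Test system: Human Csn5 produced in HEK293T cells | Compound: 12.5 µM single point | Times: 90 min, room temperature | Signal: Fluorescence polarization readout | Read-out basis: % inhibition of substrate cleavage by Csn5 | Controls: no-enzyme wells high, enzyme-with-substrate wells low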
MsrA inhibitor – bovine MsrA enzyme inhibitors, primary screen, biochemical, absorbance, HTS | Methionine sulfoxide reductase A (Bos taurus) | actives 0.75% (n = 360,000) | AID 651718, 2012 | inhibition, % at 15.5 µM | purified bovine MsrA, absorbance read-out; in the data active = inhibition above about 4.5%;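 note: 0% = vehicle wells with enzyme and 100% = reference inhibitor wells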
The depositor's hits bear a star; i = inactive; nt = not tested or not shown. Outcome played no part in choosing rows. About 4% of those tested had a hit in this group.

smiles	FAS-TE inh	Neddylation inh	Rin1 Abl inh	TbMetRS inhib	MsrA act	MLLE-PAM2 inh	eLon inh	CSN deneddyl inh	MsrA inhibitor
Cc1c(NC(=O)c2cc3ccccc3c(=O)s2)c(=O)n(-c2ccccc2)n1C	-7	i	-4	-0.3	-5	2	-4	-2	1.9
COc1ccc(Nc2cc(C(=O)NC3CCCC3)c3ccccc3n2)c(OC)c1	-1	i	1	0.4	-3	-3	6	0	0.3
COc1ccc(S(=O)(=O)NNC(=O)Cc2csc(C)n2)cc1[N+](=O)[O-]	-5	i	2	-0.7	-6	-5	0	7	-0.3
O=C(NCC(=O)N(CCc1ccccc1)C(C(=O)NC1CCCC1)c1cccnc1)c1ccco1 (stereo not drawn)	-1	i	-1	0.3	-5	-10	0	5	nt
Cn1c(SCC(=O)Nc2nc3ccccc3s2)nnc1-c1ccccc1	-8	i	1	-1.1	-12	-10	-8	4	-0.4
COc1ccc(/C=C2/C(=O)ON=C2c2ccccc2)cc1OC	-12	i	0	-1.5	-14	11	-11	6	-0.2
Cc1cccc(NC(=O)CSCC(=O)NNC(=O)c2ccoc2C)c1	-4	i	0	-0.6	-8	2	2	-1	0.0
CSCC[C@H](NC(=O)N1CCn2c1nc1ccccc12)C(=O)NCc1ccccc1	14	i	3	0.7	-4	-2	-5	-1	0.2
Cc1noc(C)c1S(=O)(=O)N(C)C[C@H]1OCc2cn(nn2)CCCC(=O)N([C@H](C)CO)C[C@@H]1C	-7	i	-4	0.2	-2	11	6	1	1.2
O=C(CSc1ncn[nH]1)OCN1C(=O)c2ccccc2C1=O	-6	i	-3	-0.3	-8	9	9	-3	-0.1
CC(CCc1ccccc1)NC(=O)CN1CCN(c2ccccc2)CC1 (stereo not drawn)	-4	i	-1	-0.6	-4	-3	0	-3	-0.5
CCOC(=O)C1CCN(C(=O)CN2C(=O)NC(C)(c3ccc4cc(OC)ccc4c3)C2=O)CC1 (stereo not drawn)	-2	i	1	0.1	-1	-33	-8	0	-0.8
CCN1C[C@@H]2[C@@H]3C(=O)N(Cc4ccccc4)C(=O)[C@@H]3[C@](CC)(C(=O)OC)N2C1=NC1CCCCC1	-9	i	-3	-1.4	1	-2	-8	-1	-0.5
Cc1cc(C)c(C(=O)Cn2cnc3cc([N+](=O)[O-])ccc3c2=O)cc1C	24	i	-2	-0.4	-4	-21	6	1	3.0
Cc1cc(C)c(C)c(OCCCN(C)C)c1	-6	i	-1	-0.3	-5	3	-4	-8	-1.2
COC(=O)c1cccc(C#CC(NP(=O)(c2ccccc2)c2ccccc2)c2ccccc2)c1 (stereo not drawn)	25	i	0	-0.1	-2	-24	4	3	0.4
Cc1cnc(C(=O)N2CCCC(N3CCN(c4ccccc4F)CC3)C2)cn1 (stereo not drawn)	-3	i	-2	-1.0	-8	8	2	-1	0.6
Cc1ccc(C(=O)c2cc([N+](=O)[O-])ccc2N2CCOCC2)cc1	25	i	1	0.4	-5	-5	-2	1	-1.2
Cc1ccc(S(=O)(=O)c2c(C)cc(C)nc2N2CCOCC2)cc1	1	i	-2	-0.1	-1	3	4	0	1.0
CCOC(=O)C1(CCCc2ccccc2)CCN(C2CCN(C(C)=O)CC2)CC1	-3	i	3	-1.0	-4	-10	-6	-2	-2.1

The results go on.
smiles	FAS-TE inh	Neddylation inh	Rin1 Abl inh	TbMetRS inhib	MsrA act	MLLE-PAM2 inh	eLon inh	CSN deneddyl inh	MsrA inhibitor
Cc1cccc(C(=O)NCC(=O)NC(C)CCc2ccccc2)c1 (stereo not drawn)	0	i	-2	-0.1	-5	4	-5	2	0.7
CC(C)C1C(=O)N(Cc2cn(CCC3OCCCO3)nn2)CCS(=O)(=O)N1Cc1ccc(-c2ccncc2)cc1 (stereo not drawn)	-7	i	-2	-0.9	-1	-8	5	-3	0.1
c1ccc2c(c1)nc1n2CC2CON(C3CCCCC3)C12 (stereo not drawn)	-3	i	3	0.8	-6	2	-12	-1	0.7
COc1ccc(S(=O)(=O)N(C)c2ccc(C(=O)Nc3ccccc3C(=O)N3CCOCC3)cc2)cc1	-1	i	1	-0.3	-4	-2	7	4	-0.4
Cn1cnc2c(SCc3ccccc3)ncnc21	-5	i	1	0.2	-3	4	-7	2	0.0
CCOC(=O)N1CCN(C(=O)CCN2C(=O)COc3ccccc32)CC1	-8	i	-4	-1.0	-5	9	0	0	-0.5
COc1ccc(C(=O)N2CCN(CCc3ccccc3)CC2)cc1[N+](=O)[O-]	87*	i	-2	-0.6	-2	-8	2	0	-0.3
Cc1nn(Cc2ccccc2)c(C)c1NC(=O)CCCn1nc([N+](=O)[O-])cc1C	0	i	0	0.1	-3	-2	5	-2	0.1
O=C(CSc1nnc(CCCOc2ccc(Cl)cc2Cl)o1)Nc1ccc(C(=O)O)cc1	-8	i	1	4.2	-9	-22	-5	-3	0.8
CN(CC(=O)Nc1cccc(F)c1)C(=O)CCCc1c[nH]c2ccccc12	4	i	1	1.0	-2	-6	-4	-2	-0.3
O=C(c1ccc2c(c1)OCO2)N1CCN(c2ccc(F)cc2)CC1	-3	i	-6	-1.4	-7	17	0	-3	0.5
Cc1cc(C)c(C#N)c(SCCN2CCOCC2)n1	-5	i	-2	-0.6	-1	-2	-2	-2	0.8
CC(C)C/C=C1\CCc2c([nH]c3ccccc23)C1=O	3	i	-4	3.6	1	6	5	-5	1.2
COC(=O)c1c(N2C(=O)[C@H]3[C@@H](C2=O)[C@]2(C(=O)Nc4c(C)cccc42)N2CCC[C@@H]32)sc(C)c1C	3	i	0	-0.1	-4	-13	-60	-4	-1.1
CCCc1cc(-c2n[nH]c(=S)n2Cc2ccccc2)cs1	5	i	-3	-0.8	2	-55	-3	-4	1.4
Cc1ccc(C(C(=O)NC2CCCC2)N(Cc2cccnc2)C(=O)c2snc(C(N)=O)c2N)o1 (stereo not drawn)	-8	i	0	-0.6	-2	5	-2	-7	1.0
O=C1NCC(COCc2ccccc2)O1 (stereo not drawn)	-6	i	4	0.1	-6	-2	-10	2	-0.3
CCN(CC)S(=O)(=O)c1ccc2oc(SCC(=O)NCc3ccccc3)nc2c1	4	i	3	-0.4	1	5	-4	5	-1.7
OC(c1ccccc1)(c1ccccc1)C1CCN(CCCOc2ccccc2)CC1	-8	i	nt	-0.1	-3	nt	5	-4	1.3
CC(C)Cc1ccc(CN2CCCC(NC(=O)c3ccoc3)C2)cc1 (stereo not drawn)	1	i	1	0.2	0	6	-3	-5	0.5

The listing continues.
smiles	FAS-TE inh	Neddylation inh	Rin1 Abl inh	TbMetRS inhib	MsrA act	MLLE-PAM2 inh	eLon inh	CSN deneddyl inh	MsrA inhibitor
CC(=O)NC12CC3CC(C1)CC(C(=O)NCc1ccc(C)cc1)(C3)C2	-4	i	0	-1.1	-7	-33	1	3	0.2
O=C(Nc1ccc(F)cc1)C1CCN(C(=O)NCc2ccccc2)CC1	-4	i	1	-0.4	-10	-14	1	0	0.2
CC(C)C(=O)NNC(=O)CC(=O)Nc1ccccc1C(=O)O	-4	i	2	-0.9	-4	8	-8	-4	-1.8
COc1cccc(C(=O)NNc2nc(C)cc(C)n2)c1	-6	i	-1	-0.3	-2	10	-7	-1	-0.3
COc1ccc(S(=O)(=O)N2CCC(C(=O)NCC3CCCO3)CC2)cc1Cl (stereo not drawn)	-2	i	-1	-0.2	-1	-11	1	2	0.5
O=C1N=C2SCCN2/C1=C\c1ccc(Cl)cc1	-9	i	-1	-0.9	1	32	-3	-5	0.2
COC(=O)c1c(NC(=O)CN2CCN(c3cccc(Cl)c3)CC2)sc(C)c1C	28	i	1	-1.4	-10	14	-5	-1	0.6
O=C(OC1CCOC1=O)c1ccc(CO)cc1 (stereo not drawn)	-6	i	5	-0.5	-4	-9	0	-1	0.2
Cc1ccc(C(=O)NCC2CCCO2)cc1S(=O)(=O)N1CCCCC1 (stereo not drawn)	-2	i	-1	-0.3	0	2	-7	-5	-1.3
Fc1ccc(-n2cc(-c3ccccc3)[n+]3c2SCC3)cc1	-4	i	-1	-0.4	-2	6	-2	-11	-1.0
c1ccc2c3nnc4n(c-3nc2c1)CCCS4	-8	i	-7	-1.2	-5	23	-1	2	0.1
COc1ccc(OCc2cc(C(=O)NCC3(C)COC3)no2)c(Cl)c1	1	i	0	0.7	-5	11	-2	2	-0.1
COC(=O)c1ccc2nc(-c3cccc(Cl)c3)c(Cc3cccc(F)c3)n2c1	19	i	nt	-0.6	-2	nt	1	1	0.4
CSc1ccc(C2NC(=O)c3ccccc3N2)cc1 (stereo not drawn)	-4	nt	1	-0.5	-7	3	10	2	-1.0
CCOc1ccc(NC(=O)CSc2nc3ccccc3c(=O)n2CCCC(=O)N2CCCC2)cc1	-1	i	-1	-0.1	0	-5	5	-3	0.5
COC(=O)c1sccc1NC(=O)c1ccccc1C(=O)O	-5	i	-10	-1.0	-5	8	4	-5	0.4
Cc1ccc(S(=O)(=O)N2C[C@H]3n4c(=O)ccc(=O)n4C[C@H](OC(=O)NC4CCCC4)[C@@]3(O)C2)cc1	-6	i	-1	0.8	-3	5	-1	5	0.4
O=C(CCCCCNC(=O)c1ccccc1Cl)N/N=C/c1ccco1	-13	i	-3	-0.2	-2	4	-2	-4	-0.2
CC(=O)c1sc(NC(=O)C(C)Oc2ccc3c(C)cc(=O)oc3c2)nc1C (stereo not drawn)	0	i	-7	-0.4	-5	-9	4	-5	2.3
O=C(C1=C(O)C(=O)N(CCN2CCOCC2)C1c1cccc([N+](=O)[O-])c1)c1cccs1 (stereo not drawn)	-2	i	-2	-0.8	-6	7	0	1	3.8

Random excerpt: two entries already listed
smiles	FAS-TE inh	Neddylation inh	Rin1 Abl inh	TbMetRS inhib	MsrA act	MLLE-PAM2 inh	eLon inh	CSN deneddyl inh	MsrA inhibitor
COC(=O)c1sccc1NC(=O)c1ccccc1C(=O)O	-5	i	-10	-1.0	-5	8	4	-5	0.4
CC(C)C(=O)NNC(=O)CC(=O)Nc1ccccc1C(=O)O	-4	i	2	-0.9	-4	8	-8	-4	-1.8

(listing goes on)
smiles	FAS-TE inh	Neddylation inh	Rin1 Abl inh	TbMetRS inhib	MsrA act	MLLE-PAM2 inh	eLon inh	CSN deneddyl inh	MsrA inhibitor
Cc1cccc(/C(N)=N/OC(=O)Cc2cccs2)c1	4	i	1	0.0	4	-21	-9	9	-0.5
COc1ccc(/C=N/NC(=O)C2C3CCCCC32)cc1OC (stereo not drawn)	0	i	-4	-0.5	-4	15	1	5	1.4
CC(C)(C)C(=O)c1no[n+]([O-])c1/C(=N/O)C(C)(C)C	-5	i	-1	-0.1	2	-16	-6	5	-0.1
O=C(CN(c1ccccc1F)S(=O)(=O)c1ccccc1)N1CCCCCC1	-2	i	-2	-0.4	-3	0	-10	2	-0.1
CCn1c(CCCOc2ccc(Cl)cc2Cl)n[nH]c1=S	14	i	3	2.1	-9	-32	6	-4	-0.2
CCOc1cnc(C(=O)NNC(=O)C(Br)C(C)C)o1 (stereo not drawn)	-3	i	3	-0.4	-4	0	-11	-3	1.6

Bioassay records from PubChem BioAssay.
